# Assay outcomes deposited in PubChem by National Center for Advancing Translational Sciences (NCATS).
# D2 antag: antagonists of human D2 dopamine receptor. P14416. HEK293 TREx D2 cells, calcium flux, dopamine EC80. inhibition, % at 10 µM. hit rate 2% among 340,000; in the data active = inhibition above about 30%; note: 0% is about no effect
#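 In this primary screen, negative modulation is detected by tracking calcium flux after an EC80 dopamine challenge in inducible HEK293 T-REx D2 cells preexposed to test compound for 180 s.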
# Vif-A3F inh: inhibitors of Vif-A3F interaction. HeLa A3F-eYFP + Vif (tagged APOBEC3F with the HIV-1 protein that degrades it), YFP fluorescence increase. Potency, µM (highest dose often 46.1 µM), without a hit: at the highest dose activity, negative = active. hit rate 0.2% among 390,000. AID 602313; note: potency is the fitted concentration of half-maximal effect; % of control where 0% means no effect; nearly all actives have a fitted effect of over 65% in size
#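 Fluorescence increase (Ex 488/Em 500-530) after overnight compound treatment at 37 deg C flags inhibition of Vif-driven A3F-eYFP loss in stable HeLa A3F-eYFP/Vif cells seeded overnight beforehand.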
# D2 ag: D2 dopamine receptor (human) agonism | P14416 | HEK293 T-REx D2 cells, calcium flux agonist mode | activation, % at 2 µM | hit rate 0.53% among 340,000;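 active = activation over 3 SD above normal in the single-dose calcium agonist read, cut at about 30% in these data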; note: 0% is about no effect
#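 Agonism is scored from calcium flux in a force-coupled, inducible HEK293 cell line expressing D2, read kinetically for 180 s after compound addition against dopamine controls.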
# Vif-A3G inh: blocks the Vif interaction with human APOBEC3G; Q9HC16; HeLa A3G-eYFP + Vif (tagged APOBEC3G with the HIV-1 protein that degrades it), YFP fluorescence, overnight; Potency, µM (series often up to 46.1 µM), inactives show top-dose activity, negative = active, most hits filed as inhibitors; hit rate 0.076% among 410,000; AID 602310;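 note: potency is the fitted concentration of half-maximal effect; % is set by controls: 0 for no effect and ±100 for the full control effect; nearly all actives have a fitted effect of over 60% in size; hits raise eYFP signal because A3G escapes Vif-driven loss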
#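 HeLa cells stably expressing Vif and C-terminally eYFP-tagged A3G, seeded overnight at 37 deg C, then exposed to compound by pintool overnight at 37 deg C. Rise in yellow fluorescence (Ex 488/Em 500-530, Acumen) marks blocked Vif-driven A3G degradation.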
# GRP78 ERSR act: inducers of ER stress response in human glioma cells; Potency, µM, without a hit: at the highest dose activation, hits mostly activators; hit rate 0.02% among 420,000; U87-MG GRP78 promoter luciferase reporter, 16 h; AID 602332; note: potency is the fitted concentration of half-maximal effect; series mostly up to about 76 µM; % of control where 0% means no effect; nearly all actives have a fitted effect of over 35% in size
#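 ERSR induction read as luciferase luminescence (Bright-Glo, 10 min at room temperature) in stably transfected human U87-MG glioma cells exposed to compounds for 16 h, using GRP78 as sensor.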
# LDHA inh: LDHA (human) enzyme inhibition; purified LDHA, NADH/diaphorase-resazurin fluorescence; active compounds read low; activity change, % (values are at about 110 or 230 µM); hit rate 0.15% among 480,000; P00338; AID 1347041; in the data active = activity change below about -30%; inconclusive = mostly about -25% to -30%;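 note: plate controls were DMSO wells for no effect and wells without enzyme for full effect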
#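 Resorufin fluorescence (ex540/em590), read at 0 and 20 min after diaphorase/resazurin addition, reports the NADH left after a 5 min room-temperature reaction of 2 nM human LDH5 with 0.06 mM NADH and 0.2 mM pyruvate.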
# ERG Ets-DNA blk: blocks human ERG Ets domain binding to DNA; fluorescence polarization, His-ERG Ets domain / labelled DNA; Potency, µM (titrated, usually from 76.9 µM), inactives show at the top dose FP activity, negative = inhibition, actives largely listed as inhibitors; hit rate 0.028% among 370,000; AID 624246; active = well fitted inhibition curve with a large enough effect in the polarisation, with a control signal flat; inconclusive = small, poorly fitted or top-dose-only effect, or effect the other way, or a change in a side signal; inactive = no such curve, though single readings can be large or run the other way; the % refers to the polarisation;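 note: polarization taken with two DNA probes labelled with fluorescein and Texas red; potency is the fitted concentration of half-maximal effect; % of control where 0% means no effect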
#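 His-tagged ERG Ets domain (1 uM in the protein solution; 300mM KCl, 50mM Tris-HCl, 1mM EDTA, 1mM DTT, pH 7.5) received compound, then a probe mix of 5 nM fluorescein-DNA and 100nM Texas-615-DNA. Fluorescence polarization was read for both dyes.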
# RGS4 inh: blocks human RGS4-accelerated GTP hydrolysis. P49798. Transcreener GDP fluorescence polarization, RGS4-accelerated GTP hydrolysis. Potency, µM (series often up to 114 µM), for the others: at the top dose activity change, negative = inhibition, most hits filed as inhibitors. hit rate 0.039% among 390,000. AID 504845; note: potency is the fitted concentration of half-maximal effect; % is set by controls: 0 for no effect and ±100 for the full control effect; nearly all actives have a fitted effect of over 75% in size; some results filed as inactive show a strong effect at the top dose
# Target sequence (P49798 whole entry, looked up): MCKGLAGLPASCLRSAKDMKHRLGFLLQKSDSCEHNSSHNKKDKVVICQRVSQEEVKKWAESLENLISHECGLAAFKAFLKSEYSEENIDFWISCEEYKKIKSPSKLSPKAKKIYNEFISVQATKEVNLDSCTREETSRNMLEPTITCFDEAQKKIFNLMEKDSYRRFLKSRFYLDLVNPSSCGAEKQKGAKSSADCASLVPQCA
#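 MLSMR compounds (23 nl, pin-transferred) preincubated 10 min at room temperature with a 500nM (2x) first reagent, then RGS4 at 900nM (2x) plus Transcreener GDP mix added; fluorescence polarization (620/688 nm) read before and after 90 min at 30 °C.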
# 12-LOX inh: blocks human arachidonate 12S-lipoxygenase | hit rate 1.1% among 580,000 | Potency, µM (doses to about 108 µM), inactives show at the highest dose activity change, negative = inhibition, hits mostly inhibitors | AID 1671190 | P18054 | purified 12hLO, xylenol orange hydroperoxide absorbance; note: potency is the fitted concentration of half-maximal effect; % is set by controls: 0 for no effect and ±100 for the full control effect
# Target sequence (P18054 whole entry, looked up): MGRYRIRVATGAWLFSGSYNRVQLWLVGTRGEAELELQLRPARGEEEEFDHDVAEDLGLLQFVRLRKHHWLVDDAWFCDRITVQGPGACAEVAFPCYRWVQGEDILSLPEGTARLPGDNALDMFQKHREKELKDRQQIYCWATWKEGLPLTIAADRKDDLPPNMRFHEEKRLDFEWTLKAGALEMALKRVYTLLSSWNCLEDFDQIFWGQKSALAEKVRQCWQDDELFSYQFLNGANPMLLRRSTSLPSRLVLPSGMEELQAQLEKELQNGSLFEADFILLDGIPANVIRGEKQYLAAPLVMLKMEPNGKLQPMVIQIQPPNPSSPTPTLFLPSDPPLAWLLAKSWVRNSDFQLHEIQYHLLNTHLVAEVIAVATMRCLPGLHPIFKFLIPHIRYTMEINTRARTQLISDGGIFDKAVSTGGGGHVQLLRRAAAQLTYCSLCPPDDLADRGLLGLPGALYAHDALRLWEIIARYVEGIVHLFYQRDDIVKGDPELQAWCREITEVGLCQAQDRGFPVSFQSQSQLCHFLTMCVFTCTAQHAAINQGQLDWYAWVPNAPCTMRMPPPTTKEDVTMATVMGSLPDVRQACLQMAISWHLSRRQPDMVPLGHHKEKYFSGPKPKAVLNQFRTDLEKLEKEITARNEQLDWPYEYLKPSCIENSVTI
#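 Purified human 12hLO (150 nM final) in 25 mM Hepes, 0.01% Triton X-100, pH 7.0 was preincubated 15 min at room temperature with compound. Then 40 uM arachidonic acid was added, 30 min. Hydroperoxide was read by Fe-XO absorbance ratio 573/405 nm.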
# Starred values were filed as active, the others as inactive; ? = inconclusive; nt = no result given; & = joins results of further samples; [ ] = remark or other dose. Unless noted, calls come from the whole dose curve; as a rule, active = well fitted curve in the direction sought with a large enough effect; inconclusive = small, poorly fitted or top-dose-only effect, or another doubt; inactive = no such curve, though single readings can be large; an effect the other way counts as inactive or inconclusive. The list is partial; the hit share may differ from the screen's.
item	compound	D2 antag	Vif-A3F inh	D2 ag	Vif-A3G inh	GRP78 ERSR act	LDHA inh	ERG Ets-DNA blk	RGS4 inh	12-LOX inh
1	FCCCOc1ccc(/C=N/OCc2c(Cl)cccc2Cl)cc1	10	-1%	1.5	-7%	5%	-2	0%	-7%	23%
2	CCOC(=O)C(=N/O)/C(C)=N/NC(=O)C(=O)Nc1ccc(Cl)cc1	-6	6%	-1.5	5%	13%	-2	2%	-3%	188%[activator]
3	Cc1cccc(NC(=O)CCSc2nnc(Cc3ccccc3)o2)c1	-13	2%	-2.3	2%	-4%	2	nt	-9%	?
4	CCC(C)NC(=O)Cn1c(=O)c2cccn2c2ccc(F)cc21 (stereo not given)	nt	-6%	-0.9	3%	-3%	-1	0%	1%	-12%
5	NS(=O)(=O)c1ccc(CNC(=O)NC2(c3ccccc3)CC2)cc1	3	-7%	1.3	-1%	-3%	-6	5%	-5%	1%
6	COc1ccc(CC(=O)Nc2nccs2)cc1S(=O)(=O)N1CCOCC1	nt	-17%	nt	1%	-3%	3	-5%[15.4 µM]	14%	6%
7	Cc1cc2c(=O)n(C)c(SCC(=O)Nc3ccc(F)cc3)nc2s1	nt	-35%	nt	-2%	-7%	-5	-2%	-1%	51%[activator]
8	Nc1c(C(O)(C(F)(F)F)C(F)(F)F)cc(C(O)(C(F)(F)F)C(F)(F)F)c2ccccc12	15	-10%	1.2	-8%	-18%	2	-8%	12%	nt
9	O=C(O)C1C=Cc2ccccc2N1C(=O)c1ccccc1 (stereo not given) (tested in a mixture with another compound)	nt	3%	nt	2%	-1%	-3	0%	7%	-20%
10	COc1ccc(-c2csc3ncnc(N4CCN(c5ccc(OC)cc5)CC4)c23)cc1	0	-7%	0.0	3%	2%	0	-7%	0%	261%[activator]
11	CC1(C)C2CCC1(C)C(OC(=O)C[n+]1ccccc1N)C2 (stereo not given)	4	0%	0.7	5%	-1%	-4	5%	-1%[11.4 µM]	-1%
12	Cc1ccc(C)c(NC(=O)C(OC(=O)c2ccc(NC(=O)CC#N)cc2)c2ccccc2)c1 (stereo not given)	-9	-24%	1.9	-21%	-4%	-5	2%	-31%	3%
13	Cc1sc2ncn(CC(=O)N3CCN(c4ccccc4F)CC3)c(=O)c2c1S(=O)(=O)N1CCC(C)CC1	nt	2%	-0.6	1%	-3%	3	1%	20%	-4%
14	CCn1nc2cc(C(=O)NCC34CC5CC(CC(C5)C3)C4)ccc2c1OC	9	-8%	-0.1	-2%	1%	0	-1%	2%	-17%
15	N#Cc1nc(COc2ccccc2)oc1NCCCn1ccnc1	17	2%	-0.9	0%	2%	0	0%	2%	22%
16	CCOC(=O)c1ccc(N2C(=O)CC(N3CCN(Cc4ccccc4)CC3)C2=O)cc1 (stereo not given)	0	nt	0.0	-6%	-6%	-5	-1%	19%	1%
17	CC1CCCCC1NC(=O)CN(C)S(=O)(=O)c1cccc2cccnc12 (stereo not given)	0	1%	-0.3	8%	-3%	-6	4%	8%	-1%
18	CC(C)CN(C(=O)c1ccc([N+](=O)[O-])s1)c1c(N)n(Cc2ccccc2)c(=O)[nH]c1=O	-10	-30%	1.3	0%	-2%	-4	3%	1%	?
19	CCOC(=O)c1c(NC(=O)CN2C(=O)NC3(CCCCC3)C2=O)sc(C)c1-c1ccc(C)cc1	-3	1%	0.2	1%	-2%	-4	0%	13%	?
20	O=C(COC(=O)c1ccccc1Br)Nc1ccc2[nH]c(=O)[nH]c2c1	-10	5%	-0.1	0%	-2%	-10	15%	5%	-10%
21	Cc1cc2[nH]c(=O)c(=O)[nH]c2cc1S(=O)(=O)N1CCC(C)CC1	nt	1%	nt	1%	-5%	-2	-8%	-23%	134%[activator]
22	COc1cccc(-n2c(C)cc(/C=C3\C(=N)N4N=C(CC(=O)N5CCOCC5)SC4=NC3=O)c2C)c1	nt	6%	nt	-22%	-3%	-2	12%	-20%	-2%
23	COc1ccc(OC)c(NC(=O)c2cccc(S(=O)(=O)N(Cc3ccccc3)c3ccccc3OC)c2)c1	11	-4%	2.0	0%	-2%	-1	-4%	19%	4%
24	O=C(NNC(=O)c1ccco1)c1csc(N2CCOCC2)n1	-16	-3%	-0.3	0%	-1%	-3	-6%	0%	-3%
25	OC[C@@H]1CN(Cc2ccc(Cl)cc2)C[C@H](n2cnc3c(NCc4ccncc4)ncnc32)O1	nt	nt	nt	-1%	-5%	-2	nt	nt	-18%
26	Cn1ccc2c([N+](=O)[O-])cccc2c1=O	3	-12%	0.5	-6%	0%	0	8%	-16%[11.4 µM]	-7%
27	O=C(OCC1CC(c2ccccc2)=NO1)c1ccc(Cl)cc1 (stereo not given)	19	-7%	-0.1	-3%	-2%	-13	nt	-11%	-12%
28	Cc1ccc(C(=O)Nc2cccc(C(F)(F)F)c2)cc1NC(=O)c1cnnc2ccccc12	0	?	-0.6	-2%&-10%	-1%&-5%	-5&-6	-7%	-41%	-27%&-15%
29	O=C(C1=C[C@H](C2CCCCC2)C[C@H](OCCCCO)O1)N1CCN(Cc2ccccc2)CC1	0	-1%	0.3	3%	-2%	-1	8%	-20%	?
30	CCCNC(=O)C1(C)CCN(C(=O)c2cccc(Cl)c2)C1 (stereo not given)	nt	nt	nt	-2%	-2%	-7	nt	nt	10%
31	CC(C)c1ccc(C(C)NCCS(=O)(=O)c2ccc(Cl)cc2)cc1 (stereo not given)	nt	-1%	nt	-1%	-2%	-4	1%	-13%	-24%
32	CCOc1ccc(-c2n[nH]c3c2C(c2cccs2)N(c2ccc(Br)cc2)C3=O)cc1 (stereo not given)	nt	1%	0.6	-3%	8%	4	-3%	-8%	-18%
33	Cc1ccccc1N1CCN(C2CCCN(C(=O)c3cnsn3)C2)CC1 (stereo not given)	-4	-14%	0.4	-6%	-7%	-1	0%	8%	?
34	CCOP(=O)(OCC)C(NC(=O)Nc1cccc(Cl)c1)c1ccccc1 (stereo not given)	-2	-20%	0.2	2%	-2%	2	7%	-12%	-5%
35	Cc1nn(-c2ccc(C(F)(F)F)cn2)c(C)c1Oc1ccccc1O	-20	1%	-0.3	-1%	-11%	-3	1%	-21%	?
36	COc1cc(OC)cc(C(=O)Nc2ncc3c(n2)CC(C)CC3=O)c1 (stereo not given)	14	4%	-0.1	0%	-3%	-7	-5%	-41%	-24%
37	CN(Cc1ccon1)C(=O)CC1C(=O)NCCN1CC(C)(C)C (stereo not given)	14	0%	-0.4	0%	3%	12	-14%	-14%	1%
38	COc1cccc(N2CC(O)Cn3c2nc2c3c(=O)[nH]c(=O)n2C)c1 (stereo not given)	5	-12%	0.4	-4%	-5%	-3	16%	17%	0%
39	C[C@H](CO)N1C[C@H](C)[C@@H](CN(C)S(=O)(=O)c2ccccc2F)Oc2ncc(Br)cc2C1=O	nt	2%	nt	0%	2%	-1	nt	nt	-19%
40	CC1=C[C@H](C)[C@H](c2c(F)cccc2Cl)CC1=O	13	-3%	0.4	0%&0%	-1%&-3%	5	-4%	-18%&18%	nt
41	C[C@H]1COC(=O)[C@@H](CC(=O)OC(C)(C)C)C/C=C\C[C@H](CC(=O)NCCO)C(=O)N1	nt	1%	nt	3%	-4%	-6	-5%	-6%	-3%
42	O=C(O)c1ccc(N2CC3CC(C2)c2cccc(=O)n2C3)c(NC(=S)Nc2ccc(Cl)cc2Cl)c1 (stereo not given)	9	0%	0.5	3%	-5%	-3	-13%	?	?
43	O=C(Nc1cccc([N+](=O)[O-])c1)ONC1=NCCCCC1	-5	?	1.1	3%	-3%	1	4%	-2%	-8%
44	O=C(Cn1c(-c2ccccc2)c[n+]2ccsc12)c1ccc([N+](=O)[O-])cc1	3	-9%	-0.3	4%	0%	1	2%	-9%[11.4 µM]	-14%
45	Cc1ccnc2c1NC(=O)c1cccnc1N2C1CC1	-6&-17	1%	0.6&-0.4	0%	-2%&-5%	2	-2%	-1%	16%
46	COc1cccc(OC)c1C(=O)N1CCN(Cc2c[nH]c3ccccc23)CC1	nt	-2%	nt	1%	-4%	-16	nt	nt	-27%
47	O=C(C1CCN(Cc2cc(Cl)ccc2O)CC1)N1CCN(Cc2ccccc2)CC1	-13	-10%	0.7	2%	4%	-24	-2%	5%	?
48	COc1ccc(/C=N/NC(=O)CNC(=O)c2ccc3c(c2)OCCO3)c(C(=O)O)c1OC	-4	-3%	1.0	1%	1%	-16	2%	7%	-4%
49	CCn1c(COc2ccccc2OC)nnc1SCC(=O)NC1CCCC1	5	5%	-1.5	-3%	3%	-2	4%	-7%	-15%
50	Cc1ccc(NCc2nnc(SCC(=O)N3CCCCC3)n2CC2CCCO2)c(C)c1 (stereo not given)	nt	1%	nt	0%	-3%	1	4%	-1%	-2%
51	O=C(Nc1ccc(OC(F)F)c(Cl)c1)c1cccc(OC(F)F)c1	-23	-6%	-1.4	6%	6%	-1	6%	-7%	nt
52	Cc1c(C(=O)N2CCCCC2)c(S(=O)(=O)NCCc2ccc(S(N)(=O)=O)cc2)c(C)n1C	-3	0%	0.8	8%	-3%	-3	-4%	-19%[11.4 µM]	23%
53	CN(C[C@H](Cc1ccccc1)N(C[C@@H](Cc1cccc2ccccc12)N(CCc1ccccc1)N=O)N=O)N=O	-5	0%	0.3	0%	-3%	3	7%	-1%	-12%
